FN deposition inh = fibronectin deposition inhibition; AH1F fibroblasts, Alexa488-fibronectin deposition fluorescence, overnight; inhibition, % at 12.6 µM; hit rate 0.086% among 350,000;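 active = mean inhibition across replicates of 30% or more, regardless of how many single replicates reach that level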;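 note: positive control wells lacked labelled fibronectin entirely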
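Assay system: AH1F fibroblasts / Quantity: 10000 cells per well / Medium: DMEM plus 2% serum, read in PBS / Reagent: labelled fibronectin 24 nM / Dosing: single dose, pinned / Times: 1 h cell attachment, overnight exposure to compound and label / Signal: fluorescence, ex 485 nm, em 525 nm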
Statin myotox sup = suppression of simvastatin myotoxicity. C2C12 myotubes + simvastatin, ATP luminescence, 48 h; scaled: DMSO 0, geranylgeraniol control 100. AID 602340. rescue of ATP level, % at 7.49 µM. hit rate 0.78% among 330,000;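 active = mean ATP rescue above about 67%, or every replicate alone reaching that limit, limit read from the data, passing the limit was not always enough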;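 note: myotubes were challenged with 10 µM simvastatin during compound exposure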
S100A4 inh HTS = S100A4-myosin IIA interaction inhibition. P26447. hit rate 0.14% among 360,000. inhibition, % at 10.7 µM. S100A4/TAMRA-MyoIIA peptide fluorescence polarization;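 active = mean inhibition of at least 70% across replicates, with every replicate also reaching that level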
Target sequence (P26447 whole entry, looked up): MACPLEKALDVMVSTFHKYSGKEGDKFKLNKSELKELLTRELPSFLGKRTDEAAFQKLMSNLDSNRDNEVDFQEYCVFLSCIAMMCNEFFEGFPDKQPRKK
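incubation = readout 5 min after mixing, signal stable up to 60 min | system = S100A4 monomer protein | buffer or medium = HEPES pH 7.2 with CaCl2, KCl, NaCl, DTT, Triton | benchmarks = neutral control DMSO, positive control TFP | also added = fluorescent myosin IIA peptide, 5 nM | compound dosing = one concentration per compound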
esBAF inh = SWI/SNF esBAF complex inhibition | mouse ES cells, Bmi1-luciferase knock-in reporter, 24 h; 100% = twice the neutral-well signal | reporter increase, % at 12.5 µM | hit rate 2% among 350,000 | AID 602393; in the data active = activation above about 40%;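 note: 0% = median of the plate's neutral control wells and 100% = double that signal; a rise in the Bmi1 reporter signal indicates esBAF inhibition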
LGR2 inh = Drosophila LGR2 receptor signaling inhibition; inhibition, % at 9.99 µM; hit rate 0.35% among 380,000; HEK293 LGR2, CRE-luciferase, bursicon-stimulated, 4 h;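 active = drop in luminescence signal, shown as inhibition above about 50% in the replicate tests, limit read from the data, passing the limit was not always enough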;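 note: agonist challenge used bursicon conditioned medium at about half maximal strength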
SIRT5 block = blocks human SIRT5 desuccinylation of peptide; Q9NXA8; Purified SirT5, succinyl-peptide AMC, trypsin-coupled fluorescence; inhibition, % at 15 µM; hit rate 1.1% among 330,000; AID 652115; in the data active = inhibition above about 15%
Target sequence (Q9NXA8 whole entry, looked up): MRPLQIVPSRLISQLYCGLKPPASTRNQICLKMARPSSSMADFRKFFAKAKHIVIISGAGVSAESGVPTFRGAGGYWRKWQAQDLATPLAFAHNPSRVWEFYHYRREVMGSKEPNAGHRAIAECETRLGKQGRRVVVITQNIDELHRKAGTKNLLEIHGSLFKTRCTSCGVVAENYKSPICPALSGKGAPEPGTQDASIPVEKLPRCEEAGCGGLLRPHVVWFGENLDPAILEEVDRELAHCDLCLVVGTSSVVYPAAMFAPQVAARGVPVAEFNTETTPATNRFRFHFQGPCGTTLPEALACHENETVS
Casp6 inh = blocks human caspase-6 cleavage activity | P55212 | purified caspase-6, Z-VEID-R110 cleavage fluorescence | inhibition, % at 12.5 µM | hit rate 0.53% among 350,000 | AID 686996;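 active = mean inhibition across replicates at least about 35%, with every replicate also reaching that limit, limit read from the data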;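 note: 0% = median of neutral control wells and 100% = no fluorescence left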
Target sequence (P55212 24-179 limits assumed): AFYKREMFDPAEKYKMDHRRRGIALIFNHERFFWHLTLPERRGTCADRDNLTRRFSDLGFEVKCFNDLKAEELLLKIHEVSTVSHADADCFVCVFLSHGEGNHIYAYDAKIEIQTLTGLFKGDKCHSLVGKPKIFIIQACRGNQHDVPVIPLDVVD
Target sequence (P55212 194-293 limits assumed): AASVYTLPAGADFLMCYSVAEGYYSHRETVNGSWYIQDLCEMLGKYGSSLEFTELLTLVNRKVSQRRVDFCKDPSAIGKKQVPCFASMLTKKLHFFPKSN
Numbers without * were called inactive.

Screening CC1CCCCN1C(=O)c1ccc(COc2ccc([N+](=O)[O-])cc2)o1 (stereo not given) returned FN deposition inh -2.5, Statin myotox sup 10.4, S100A4 inh HTS 5.0, esBAF inh -2.1, LGR2 inh -1.5, SIRT5 block -8.5 and Casp6 inh -5.1.
`O/N=C/c1cc2ccccc2n1Cc1ccccc1F` gave FN deposition inh 6.4, Statin myotox sup 15.2, S100A4 inh HTS -3.5, esBAF inh -3.0, LGR2 inh 2.7, SIRT5 block -0.3 and Casp6 inh -0.9.
`O=C(/C=C/c1ccc(F)cc1)c1ccc(N2CCOCC2)cc1` gave FN deposition inh -1.2, Statin myotox sup -54.2, S100A4 inh HTS 0.2, esBAF inh 7.4, LGR2 inh -41.2, SIRT5 block -7.6 and Casp6 inh -2.3.
CCCC(=O)Nc1ccc2c(c1)C(=O)N(C)C[C@@H](OC)[C@@H](C)CN(Cc1ccc(-c3ccccn3)cc1)[C@@H](C)CO2 was read as FN deposition inh -0.7, Statin myotox sup 5.6, S100A4 inh HTS 5.3, esBAF inh -5.9, LGR2 inh 0.7 and Casp6 inh -1.4.
O=C(c1ccc2c(c1)OCO2)N(Cc1ccco1)C1(C(=O)NC2CCCCC2)CCCCC1 was read as FN deposition inh -6.1, Statin myotox sup -19.0 and esBAF inh -9.9.
CCC(C)N(CCNC(=O)CC1Oc2ccccc2NC1=O)C1CCCCC1 (stereo not given) was read as FN deposition inh -4.7, Statin myotox sup -12.3, S100A4 inh HTS -5.4, esBAF inh -2.7, LGR2 inh 17.8 and Casp6 inh 1.4.
Screening FC(F)(F)c1ccccc1CNCc1ccc2c(c1)OCO2 returned FN deposition inh 0.8, Statin myotox sup 1.4, S100A4 inh HTS -1.0, esBAF inh -8.3, LGR2 inh -10.9, SIRT5 block -5.8 and Casp6 inh -4.2.
`COc1ccccc1C(=O)NCCC(=O)NCc1cccs1` gave FN deposition inh -2.7, Statin myotox sup 9.7, S100A4 inh HTS -5.8, LGR2 inh 2.9, SIRT5 block 6.6 and Casp6 inh 2.0.
COc1ccc(Cl)cc1NC(=O)CN(C)CC(=O)Nc1c(C)n(C)n(-c2ccccc2)c1=O was read as FN deposition inh 3.3, Statin myotox sup -8.4, S100A4 inh HTS 1.3, esBAF inh -4.2, LGR2 inh 6.3, SIRT5 block -1.7 and Casp6 inh -3.5.
Cc1n[nH]c(=O)c2c(NC(=O)CSc3nnc(-c4ccncc4)n3C)oc(C)c12 was read as FN deposition inh -39.3, S100A4 inh HTS 1.7, LGR2 inh -24.1, SIRT5 block -0.8 and Casp6 inh -0.4.
Screening CO[C@H]1CN(C)C(=O)c2ccc(NC(=O)NC(C)C)cc2OC[C@H](C)N(Cc2cncnc2)C[C@@H]1C returned FN deposition inh -3.4, Statin myotox sup -3.4, esBAF inh -8.3 and LGR2 inh -0.7.
`O=C(O)C1C(c2ccccc2)c2ccccc2C(O)C1CO` (stereo not given) gave FN deposition inh 7.0, Statin myotox sup 3.9, S100A4 inh HTS -0.3, esBAF inh -6.0, LGR2 inh -34.3 and Casp6 inh 2.3.
`COc1ccccc1NC(=O)/C(=C\c1cccnc1)NC(=O)c1ccc(C)cc1` gave FN deposition inh 4.8, Statin myotox sup 4.8, S100A4 inh HTS -0.6, esBAF inh 12.7, LGR2 inh 3.8, SIRT5 block -7.8 and Casp6 inh 3.8.
CCOC(=O)c1ccc(N/C=C/C(=O)C(C)(C)C)cc1 was read as S100A4 inh HTS 11.6, LGR2 inh -104.6, SIRT5 block -4.3 and Casp6 inh -3.3.
`COC(=O)c1ccc(CN2CC(=O)N3[C@H](CO)[C@@H](c4ccc(-c5ccccc5F)cc4)[C@H]3C2)cc1` gave S100A4 inh HTS 13.6, LGR2 inh -8.6, SIRT5 block -2.6 and Casp6 inh -2.3.
`CCNC(=O)C[C@@H]1CC[C@H]2[C@@H](COc3ccc(NC(=O)Nc4cccc(OC)c4)cc3C(=O)N2C)O1` gave FN deposition inh -15.5, Statin myotox sup 9.0, esBAF inh -1.0 and LGR2 inh -9.6.
`Cc1ccccc1S(=O)Cc1ccc(C(=O)NC2CC2)o1` (stereo not given) gave FN deposition inh -2.6, Statin myotox sup 29.9, S100A4 inh HTS -8.2, esBAF inh -3.3, LGR2 inh 25.7, SIRT5 block -0.4 and Casp6 inh 3.7.
Screening Cc1ccc(S(=O)(=O)NCc2ccccc2)cc1C(=O)N1CC(C)CC(C)C1 (stereo not given) returned FN deposition inh -5.3, Statin myotox sup 6.8, S100A4 inh HTS 0.3, esBAF inh -8.0, LGR2 inh 10.3, SIRT5 block 3.0 and Casp6 inh 4.1.
`COC(=O)[C@]12C[C@H](CC(=O)N3CCCC3)C(=O)N(CCC3=CCCCC3)C1=C[C@H](COCc1ccccc1)O[C@@H]2C` gave FN deposition inh 0.0, S100A4 inh HTS 2.3, LGR2 inh 7.9 and Casp6 inh -1.4.
CCCN(CCC)S(=O)(=O)c1ccc(C(=O)NNc2nc(-c3ccccc3)c3cc(Br)ccc3n2)cc1 was read as FN deposition inh -10.9, S100A4 inh HTS 0.0, LGR2 inh 11.4, SIRT5 block -4.2 and Casp6 inh -4.4.
O=C(OCC(=O)N1CCCc2ccccc21)c1cc(S(=O)(=O)N2CCOCC2)ccc1O was read as FN deposition inh 3.6, Statin myotox sup -2.8, S100A4 inh HTS -2.6, esBAF inh -1.7, LGR2 inh -13.3, SIRT5 block -5.1 and Casp6 inh -4.3.
Screening O=C1/C(=C/c2ccc(F)cc2)SC(=S)N1CCCC(=O)N1CCCCC1CCO (stereo not given) returned FN deposition inh -9.6, Statin myotox sup 25.9, S100A4 inh HTS -5.3, esBAF inh -1.5, LGR2 inh -7.5, SIRT5 block 2.5 and Casp6 inh -4.5.
Screening Cc1c(C(=O)NCc2ccc([N+](=O)[O-])cc2)sc(=O)n1Cc1ccc(-c2ccccc2)cc1 returned FN deposition inh 0.1, Statin myotox sup 17.5, S100A4 inh HTS 1.7, esBAF inh 5.7, LGR2 inh -0.2 and Casp6 inh -0.1.
Screening Cc1ccc2nc(-c3ccco3)c(Cc3cccc(F)c3)n2c1 returned FN deposition inh -4.9, Statin myotox sup 7.2, S100A4 inh HTS 1.5, esBAF inh -11.9, LGR2 inh -35.2, SIRT5 block -1.5 and Casp6 inh 0.7.
Screening CC1CCN(CC(O)COc2ccc(OCC(O)CN3CCC(C)CC3)cc2)CC1 (stereo not given) returned FN deposition inh -1.4, Statin myotox sup -5.1, S100A4 inh HTS -20.2, esBAF inh -1.4, LGR2 inh -1.8, SIRT5 block -2.7 and Casp6 inh -10.8.
C[C@@H]1CN([C@@H](C)CO)C(=O)Cc2cc(NS(=O)(=O)c3ccccc3)ccc2O[C@H]1CN(C)S(=O)(=O)c1cn(C)cn1 was read as Statin myotox sup 26.8, S100A4 inh HTS -7.2, esBAF inh -5.1, LGR2 inh 9.5, SIRT5 block 4.2 and Casp6 inh 3.0.
Screening COc1cccc(CNC(=O)CC2Sc3ccccc3NC2=O)c1 (stereo not given) returned FN deposition inh 2.8, S100A4 inh HTS 0.3, LGR2 inh -48.6, SIRT5 block 1.8 and Casp6 inh -2.4.
Screening COc1ccccc1N1CCN(CCN(C(=O)c2ccc(F)cc2)c2ccccn2)CC1 returned FN deposition inh 4.8, Statin myotox sup 3.2, S100A4 inh HTS 5.6, esBAF inh 3.3, SIRT5 block 1.6 and Casp6 inh 5.0.
Screening CCOC(=O)Nc1ccc2c(c1)N(C(=O)CCN(C)C)c1ccccc1CC2 returned FN deposition inh 1.4, Statin myotox sup 0.9, S100A4 inh HTS 19.4, esBAF inh 0.2, LGR2 inh 20.9, SIRT5 block -1.3 and Casp6 inh 4.6.
CCc1nc(SCc2cc(=O)[nH]c3ccccc23)c2c(C)c(C)sc2n1 was read as FN deposition inh -2.9, Statin myotox sup 23.1, S100A4 inh HTS -1.0, esBAF inh -3.7, LGR2 inh -9.0, SIRT5 block 1.3 and Casp6 inh -4.1.
Screening O=C(NCCc1ccccc1)C1CCN(S(=O)(=O)c2cccc3nsnc23)CC1 returned FN deposition inh -9.8, Statin myotox sup 11.5 and esBAF inh -1.8.
For COc1cc(/C=C\C(=O)NCc2ccc3[nH]c(C)cc3c2)cc(OC)c1OC the results were FN deposition inh 0.1, Statin myotox sup 11.7, S100A4 inh HTS -2.9, esBAF inh -3.8, LGR2 inh -8.9, SIRT5 block 1.6 and Casp6 inh 0.4.
For O=C(Cc1cccc2ccccc12)Nc1cccnc1 the results were FN deposition inh -1.5, Statin myotox sup 35.7, S100A4 inh HTS -0.5, esBAF inh -4.1, LGR2 inh 9.3, SIRT5 block -11.8 and Casp6 inh -3.3.
`O=C(Cc1ccccn1)NCC[C@@H]1CC[C@@H](NS(=O)(=O)c2ccc(Cl)cc2)[C@@H](CO)O1` gave FN deposition inh -5.5, Statin myotox sup -0.1, S100A4 inh HTS -23.0, esBAF inh 3.5, LGR2 inh -1.4, SIRT5 block 0.7 and Casp6 inh 4.2.
Screening COc1ccc(S(=O)(=O)N2CCCCCC2)cc1C(=O)N(C)Cc1cccc(OC)c1OC returned FN deposition inh 4.1, Statin myotox sup 14.4, S100A4 inh HTS -0.4, LGR2 inh 13.8, SIRT5 block -2.6 and Casp6 inh -144.9.
For Cc1nc2ccccc2nc(C)c1=NOCc1cccc(Cl)c1 the results were FN deposition inh 3.2, Statin myotox sup -7.0, S100A4 inh HTS 4.1, esBAF inh 12.1, LGR2 inh -25.8, SIRT5 block -1.5 and Casp6 inh 0.0.
`COc1ccc(OCCC(=O)OCC(=O)NC2CCCCC2)cc1` gave FN deposition inh 18.1, Statin myotox sup 4.0, S100A4 inh HTS 12.7, esBAF inh -5.0, LGR2 inh -8.6 and Casp6 inh -3.4.
For CC(=O)C1=CCC(c2ccc(C)o2)N(S(=O)(=O)c2ccc(C)cc2)C1 (stereo not given) the results were FN deposition inh -10.7, Statin myotox sup -9.3, S100A4 inh HTS -5.1, esBAF inh -0.2, LGR2 inh -9.6, SIRT5 block -1.1 and Casp6 inh 0.4.
Screening C[C@H](CO)N1C[C@H](C)[C@H](CN(C)C(=O)Nc2ccc(F)cc2)OCCCC[C@H](C)Oc2ccc(N(C)C)cc2C1=O returned Statin myotox sup -21.0, S100A4 inh HTS -2.1, esBAF inh -3.5, LGR2 inh 0.7, SIRT5 block -3.2 and Casp6 inh 0.1.
For O=C(O)CSc1ccccc1C(=O)O the results were FN deposition inh 3.1, Statin myotox sup 12.0 and esBAF inh -9.2.
`COc1ccc(CCN2CC(C(=O)NCc3cccc(F)c3)CCC2=O)cc1` (stereo not given) gave FN deposition inh -7.1, Statin myotox sup 6.2, S100A4 inh HTS 3.1, esBAF inh 7.5, LGR2 inh 20.9 and Casp6 inh 0.5.
Screening O=C(CCCN1C(=O)/C(=C/c2ccccc2Cl)SC1=S)NNC(=O)c1ccccc1Cl returned FN deposition inh 7.3, S100A4 inh HTS -1.9, LGR2 inh -2.3, SIRT5 block -1.2 and Casp6 inh -0.6.
`CC(C)C#Cc1ccc2c(c1)O[C@@H](CN(C)C(=O)Cc1ccccn1)[C@H](C)CN([C@H](C)CO)S2(=O)=O` gave FN deposition inh -9.9, Statin myotox sup -8.7, S100A4 inh HTS 13.7, esBAF inh 0.8, LGR2 inh -9.3, SIRT5 block 8.1 and Casp6 inh 1.9.
`O=C(CCl)N(O)c1ccc(C=Cc2ccccc2)cc1` gave FN deposition inh 4.7, S100A4 inh HTS 0.7, LGR2 inh -63.7, SIRT5 block -1.3 and Casp6 inh 1.6.
O=S(=O)(Nn1cnnc1)c1ccccc1 was read as Statin myotox sup 2.7, S100A4 inh HTS -2.1, esBAF inh -4.2, LGR2 inh -9.0, SIRT5 block -3.5 and Casp6 inh 1.2.

From PubChem BioAssay

The list is partial; count on the stated rates, not on these rows.
